IL1B secr inh: inflammasome signaling inhibition, IL-1 beta readout; activity change, % at 57.5 µM; AID 743279; 360,000 tested, 4.7% active; THP-1 LPS/ATP IL-1B secretion, AlphaLISA, 16 h; stronger effect = lower value; in the data active means activity change below about -50%; inconclusive means mostly about -30% to -49%
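Secreted IL-1B measured by AlphaLISA bead assay after 16 h compound exposure of THP-1 cells; compounds (final up to 57.5 uM) added 1 h before LPS (250 ng/mL) and ATP (1.25 mM) stimulation; lower signal means less secretion.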
A549 tox: kills or reduces viability of A549 cells in Nrf2 counter-screen. Potency, µM (titrated, usually from 46 µM), for the others: at the highest dose activity change, negative = cytotoxicity, most hits filed as inhibitors. A549 ARE-Fluc cells, CellTiter-Fluor viability, 18-24 h. 390,000 tested, 0.16% active; further: potency means the concentration at half of the fitted maximal effect
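A549 ARE_Fluc cells in 5% FBS OPTI-MEM were exposed to compounds in concentration-response for 18-24 h at 37 deg C. Viability was read by CellTiter-Fluor fluorescence (Ex 405/Em 525) after 30 min, before the luciferase read.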
Nrf2 block: inhibitors of Nrf2 signaling | A549 ARE-Fluc reporter, luciferase luminescence, 18-24 h | Potency, µM (top dose mostly 46 µM), inactives show at the top dose activity change, negative = inhibition, hits mostly inhibitors | 360,000 tested, 2.1% active | AID 504444; further: potency means the concentration at half of the fitted maximal effect; nearly all actives have a fitted effect of over 60% in size
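Two sequential reads on A549 ARE_Fluc cells exposed to compound for 18-24 h: a CellTiter-Fluor fluorescence read for viability, then a luciferase luminescence read for Nrf2/ARE activity.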
An asterisk follows results filed as active; u = inconclusive; x = no result given; & = joins results of further samples. Unless noted, the call rests on the fitted dose curve; in most records, active means well fitted curve in the direction sought with a large enough effect; inconclusive means small, poorly fitted or top-dose-only effect, or another doubt; inactive means no such curve, though single readings can be large; an effect the other way counts as inactive or inconclusive. On the % scale 0 is the no-effect control and ±100 the full control effect. A portion of the library; rates above refer to the full screens.

SMILES	IL1B secr inh	A549 tox	Nrf2 block
COc1ccc(-c2nc3ccccc3n(CC(C)C)c2=O)cc1	-7	x	x
COC(=O)[C@]12CCCCC=C1N(Cc1ccc3c(c1)OCO3)C(=O)[C@H](CC(=O)N1CCCCC1)C2	-9	x	x
Nc1sccc1C(=O)NCCN1CCOCC1	32	x	x
COC(=O)[C@@]12C[C@@H](CC(=O)NCc3cccs3)C(=O)N(Cc3ccc4c(c3)OCO4)C1=CCC(C)(C)C2	-9	x	x
COC(=O)[C@@]12C[C@@H](CC(=O)NCc3ccc(C)o3)C(=O)N(Cc3ccc4c(c3)OCO4)C1=CCC(C)(C)C2	u	x	x
COc1cccc(-c2c(-c3ccccc3OC)ncn2Cc2cccc(-c3ccccc3)c2)c1	u	x	x
C#CCN1CCc2onc(-c3ccc(Br)cc3)c2C1=O	-2	x	x
Cc1c(P(=S)(c2ccccc2)c2ccccc2)c2ccccc2n1C(=O)Cc1ccccc1	x	6%	4%
COc1ccc(C2Nc3ccc(NC(C)=O)cc3C(=O)N2Cc2cccc(Cl)c2)cc1COc1ccc(NC(C)=O)cc1 (centres undefined)	x	-6%	u
O=C1CCc2cc(S(=O)(=O)Nc3ccc4ccccc4c3)ccc2N1	x	7%	u
O=C(OCC#CCSc1nnc(-c2ccc3ccccc3c2)o1)c1cccs1	x	1%	u
COc1ccc(C2c3ccc(OCc4ccccc4)cc3Oc3ncn(CCN4CCOCC4)c(=N)c32)cc1OC (centres undefined)	x	-7%	u
O=C(Nc1cc(C(F)(F)F)ccc1Cl)[C@H](O)CCc1ccccc1	x	u	26µM*
Cc1ccc(NS(=O)(=O)c2ccc3c(c2)CCC(=O)N3)cc1Cl	x	17%	-3%
O=C(CNC(=O)c1ccc(C(F)(F)F)cc1)OC(C(=O)Nc1cc(C(F)(F)F)ccc1Cl)c1ccccc1 (centres undefined)	x	14%	13%
O=S(=O)(c1ccc2c(c1)OCCO2)N1CCN(S(=O)(=O)c2ccc(F)c(F)c2F)CC1	x	-4%	5%
N#Cc1nc(Nc2cccc([N+](=O)[O-])c2)nc(NC2CCCC2)n1	x	-2%	16%
O=C1CCCC2=C1C1(CCCC1)N=C(Nc1nc3cc(Br)ccc3o1)N2	x	13%	0%
O=C1CCc2cc(S(=O)(=O)Nc3cccc(C(F)(F)F)c3)ccc2N1	x	-3%	u
Cc1cc2c(s1)c1cnn(Cc3c(Cl)cccc3Br)c(=O)c1n2C	x	-5%	16%
Cc1ccc(Nc2c(-c3ccc(C)s3)nc3cccc(C)n23)cc1	x	-2%	u
O=C(c1ccccc1O)N(Cc1cccs1)Cc1cccs1	x	3%	u
Fc1ccccc1-c1ccc(-c2nc3ccc(Cl)cn3c2Nc2ccc(Cl)cc2)o1	x	-6%	u
COc1ccc(-c2ccc3ncnc(NCc4cccs4)c3c2)cc1	x	21%	0%
COc1ccc2nc(-c3cccc(F)c3)sc2c1	x	9%	u
(next part)
SMILES	IL1B secr inh	A549 tox	Nrf2 block
COc1cc(NC(=O)CSc2nnc3c(n2)[nH]c2ccc(OC)cc23)cc(OC)c1	x	-12%	14%
Cc1cc(C)n2ncc(C(=O)Nc3ccc4c(c3)CCC4)c2n1	x	4%	u
O=C(O)CN1C(=O)/C(=C/c2ccc(-c3cccc(Cl)c3)o2)SC1=S	x	-16%	-6%
COc1ccc(CN(Cc2ccccc2)C(=O)c2ccc(OC)cc2O)cc1	x	-4%	3%
CC(=O)Nc1cccc(S(=O)(=O)N2CCN(S(=O)(=O)c3c(F)cccc3F)CC2)c1	x	-6%	5%
N#Cc1nc(Nc2ccc(C(F)(F)F)cc2)nc(NC2CCCC2)n1	x	u	u
O=C(OCC#CCSc1nnc(-c2ccc(Cl)cc2)o1)c1ccc(F)cc1	x	1%	9%
CCCCN(Cc1ccc(Cl)c(Cl)c1)c1ccc(Br)cn1	x	12%	22%
CC(=O)N1CCCc2cc(S(=O)(=O)Nc3ccc(C)c(C)c3)ccc21	x	-1%	u
COc1ccccc1C1=Nn2c(nnc2-c2cccc(OC)c2OC)SC1	x	8%	-7%
COc1cc(F)c(S(=O)(=O)N2CCCN(S(=O)(=O)c3ccc4c(c3)OCCO4)CC2)c(F)c1	x	-18%	u
COc1ccc(C2=Nn3c(nnc3-c3cc(OC)cc(OC)c3)SC2)cc1	x	-1%	u
CCCN1CNc2c(c(=O)[nH]c(=S)n2CCC)C1	x	-1%	0%
O=C1CCc2cc(S(=O)(=O)Nc3ccc(Cl)c(Cl)c3)ccc2N1	x	u	3%
O=C(NCc1ccc(F)cc1)n1c(-c2ccccc2)c(P(=S)(c2ccccc2)c2ccccc2)c2ccccc21	x	-16%	u
COc1ccc(CN(Cc2ccccc2)C(=O)c2ccno2)cc1COc1ccc(NC(C)=O)cc1	x	7%	-2%
COc1ccc(C2=Nn3c(nnc3-c3ccccc3C)SC2)cc1	x	-13%	13%
Cc1ccc(S(=O)(=O)NC(N)=NCCC[C@@H](NC(=O)CNC(=O)c2ccccc2)C(=O)Nc2cc(C(F)(F)F)ccc2Cl)cc1	x	-1%	4%
O=C(Cc1nnc(CNC(=O)c2ccccc2)o1)Nc1cc(C(F)(F)F)ccc1Cl	x	-1%	9%
Cc1cc2c(s1)c1cnn(Cc3cc(C(F)(F)F)ccc3F)c(=O)c1n2C	x	0%	4%
CC(=O)Nc1cccc(OC2=NS(=O)(=O)c3ccccc32)c1	x	13%	u
CC(C)CNc1nc(C#N)nc(Nc2ccccc2)n1	x	-15%	u
Cc1ccc(C[C@H](C(=O)O)N2C(=O)c3ccc(C(=O)O)cc3C2=O)c(C)c1	x	2%	19%
Cc1cc(C)n2ncc(C(=O)NCC(C)C)c2n1	x	12%	-6%
COc1cccc(C2c3c(ncn(Cc4cccs4)c3=N)Oc3ccc4ccccc4c32)c1 (centres undefined)	x	-3%	-3%
(next part)
SMILES	IL1B secr inh	A549 tox	Nrf2 block
O=[S+]([O-])(c1ccc(OC(F)(F)F)cc1)N1CCN([S+](=O)([O-])c2ccc3c(c2)OCCO3)CC1	x	-2%	17%
Oc1ccc(CNc2ccc(F)cc2Cl)c2cccnc12	x	-17%	u
Cc1ccc(S(=O)(=O)N2CCN(c3nc(C#N)nc4ccccc34)CC2)cc1	x	8%	-11%
O=C(O)Cc1cc(F)c(S(=O)(=O)N2CCN(S(=O)(=O)c3ccc4c(c3)OCCO4)CC2)cc1F	x	-1%	-7%
N#CC1=C(NC=NCc2ccccc2)Oc2ccc3ccccc3c2C1c1ccccc1 (centres undefined)	x	-23%	18µM*
Cc1cc(C)n2ncc(C(=O)N3CCCC3)c2n1	x	1%	14%
O=C(O)c1ccc2c(c1)C(=O)N([C@H](Cc1ccc([N+](=O)[O-])cc1)C(=O)O)C2=O	x	-1%	11%
O=S(=O)(c1ccc2c(c1)OCCO2)N1CCN(S(=O)(=O)c2cccc[n+]2[O-])CC1	x	1%	11%
CC1(C)N=C(Nc2nc3ccccc3o2)NC2=C1C(=O)CCC2	x	-1%	u
Cc1nc(-c2ccc(S(=O)(=O)Nc3ccc(C)c(C)c3)s2)cs1	x	5%	-14%
CCn1cnc2c(Nc3cc(F)cc(F)c3)nc(C(=O)COc3c(F)c(F)cc(F)c3F)nc21	x	0%	15%
NC(N)=NCCC[C@H](NC(=O)CNC(=O)c1ccccc1)C(=O)Nc1cc(C(F)(F)F)ccc1Cl	x	-3%	-13%
Cc1nc2ccccn2c1P(=O)(c1ccccc1)c1ccccc1	x	18%	-3%
COc1ccc(S(=O)(=O)N2CCN(S(=O)(=O)c3c(F)cccc3F)CC2)cc1	x	1%	u
O=C1c2ccccc2C(=O)N1Cc1ccccc1	x	1%	4%
O=S(=O)(c1ccc2c(c1)OCCCO2)N1CCN(S(=O)(=O)c2c(F)cccc2F)CC1	x	4%	18%
Cc1cc2c(s1)c1cnn(Cc3ccccc3Cl)c(=O)c1n2C	x	-5%	18%
COc1cc(-c2ccc3ncnc(NCc4ccc(C)o4)c3c2)cc(OC)c1OC	x	-15%	u
N=c1c2c(ccn1CCCCc1ccccc1)Oc1ccc3ccccc3c1C2c1ccccc1 (centres undefined)	x	-20%	u
COc1cc(F)c(S(=O)(=O)N2CCCN(S(=O)(=O)c3ccc(N)cc3)CC2)c(F)c1	x	-1%	-10%
O=S1(=O)N=C(Oc2ccc(Br)cc2)c2ccccc21	x	-2%	9%
Cn1c(NC2=NC3(CCCC3)C3=C(CCCC3=O)N2)nc2ccccc21	x	5%	-15%
Cc1ccc2nc(-c3ccc(C)o3)c(Nc3ccc4c(c3)OCO4)n2c1	x	-4%	9%
Cc1ccc(NS(=O)(=O)c2ccc(F)cc2)cc1C	x	2%	-2%
Cc1noc(C)c1-c1ccc2ncnc(NCc3ccco3)c2c1	x	3%	-22%
(listing goes on)
SMILES	IL1B secr inh	A549 tox	Nrf2 block
O=S(=O)(c1cccs1)N1CCN(c2nc(-c3cccs3)nc3ccccc23)CC1	x	15%	10%
COc1ccc(C2c3c(N)nc(CCc4ccccc4)nc3Oc3ccc4ccccc4c32)cc1OC (centres undefined)	x	-14%	u
COc1cc(F)cc(F)c1[S+](=O)([O-])N1CCN([S+](=O)([O-])c2ccc3c(c2)OCCO3)CC1	x	-5%	8%
O=C(OCC#CCSc1nnc(-c2cccc3ccccc23)o1)c1sc2ccccc2c1Cl	x	0%	1%
COc1ccc(CN(Cc2ccccc2)C(C)=O)cc1COc1ccc(NC(C)=O)cc1	x	-7%	-24%
O=C1CCCC2=C1C1(CCCC1)N=C(Nc1nc3ccccc3n1Cc1ccccc1)N2	x	-6%	16µM*
O=C(CNC(=O)c1ccc(Cl)c(C(F)(F)F)c1)OC(C(=O)Nc1cc(C(F)(F)F)ccc1Cl)c1ccccc1 (centres undefined)	x	7%	17%
COc1ccc(C2c3c(n(CCc4ccccc4)cnc3=N)Oc3ccc4ccccc4c32)cc1OC (centres undefined)	x	0%	2%
Cc1ccc(NNC(=O)c2sccc2Cl)c(C)c1	x	6%	-25%
CC(C)(C)OC(=O)NCc1nnc(-c2cc3ccccc3[nH]2)o1	x	14%	u
Cc1cc2c(s1)c1cnn(Cc3cccc(F)c3)c(=O)c1n2C	x	1%	-12%
CC(C)(C)OC(=O)Cc1nnc(C(C(=O)OCc2ccccc2)c2ccccc2)s1 (centres undefined)	x	2%	8%
O=C(OCC#CCSc1nnc(-c2cccc(F)c2)o1)c1ccc(F)cc1	x	2%	3%
Cn1c(=O)c2sccc2n2c(CCC(=O)N3CCN(c4ccc(F)cc4)CC3)nnc12	x	2%	12%
Cn1c2cc(C#N)sc2c2cnn(Cc3ccccc3F)c(=O)c21	x	-4%&-4%	13%&-4%
COc1ccc(-c2nnc3n2N=C(c2cccc(OC)c2)CS3)cc1	x	-6%	-4%

Grouped by structure, the compounds so far with two or more sulfur atoms (16)
SMILES	IL1B secr inh	A549 tox	Nrf2 block
O=C(OCC#CCSc1nnc(-c2ccc3ccccc3c2)o1)c1cccs1	x	1%	u
O=S(=O)(c1ccc2c(c1)OCCO2)N1CCN(S(=O)(=O)c2ccc(F)c(F)c2F)CC1	x	-4%	5%
O=C(c1ccccc1O)N(Cc1cccs1)Cc1cccs1	x	3%	u
O=C(O)CN1C(=O)/C(=C/c2ccc(-c3cccc(Cl)c3)o2)SC1=S	x	-16%	-6%
CC(=O)Nc1cccc(S(=O)(=O)N2CCN(S(=O)(=O)c3c(F)cccc3F)CC2)c1	x	-6%	5%
COc1cc(F)c(S(=O)(=O)N2CCCN(S(=O)(=O)c3ccc4c(c3)OCCO4)CC2)c(F)c1	x	-18%	u
O=[S+]([O-])(c1ccc(OC(F)(F)F)cc1)N1CCN([S+](=O)([O-])c2ccc3c(c2)OCCO3)CC1	x	-2%	17%
O=C(O)Cc1cc(F)c(S(=O)(=O)N2CCN(S(=O)(=O)c3ccc4c(c3)OCCO4)CC2)cc1F	x	-1%	-7%
O=S(=O)(c1ccc2c(c1)OCCO2)N1CCN(S(=O)(=O)c2cccc[n+]2[O-])CC1	x	1%	11%
Cc1nc(-c2ccc(S(=O)(=O)Nc3ccc(C)c(C)c3)s2)cs1	x	5%	-14%
COc1ccc(S(=O)(=O)N2CCN(S(=O)(=O)c3c(F)cccc3F)CC2)cc1	x	1%	u
O=S(=O)(c1ccc2c(c1)OCCCO2)N1CCN(S(=O)(=O)c2c(F)cccc2F)CC1	x	4%	18%
COc1cc(F)c(S(=O)(=O)N2CCCN(S(=O)(=O)c3ccc(N)cc3)CC2)c(F)c1	x	-1%	-10%
O=S(=O)(c1cccs1)N1CCN(c2nc(-c3cccs3)nc3ccccc23)CC1	x	15%	10%
COc1cc(F)cc(F)c1[S+](=O)([O-])N1CCN([S+](=O)([O-])c2ccc3c(c2)OCCO3)CC1	x	-5%	8%
O=C(OCC#CCSc1nnc(-c2cccc3ccccc23)o1)c1sc2ccccc2c1Cl	x	0%	1%

Screening results (PubChem)
